# Source: PubChem
# M1 antag – antagonists of human M1 muscarinic receptor. P11229. CHO-K1 hM1, Fluo-8 calcium fluorescence, ACh EC80 antagonist. inhibition, % at 3 µM. hit rate 1.3% among 360,000. AID 588852;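 active means percent inhibition above its own plate's cutoff, namely the mean of that plate's compound wells plus 3 SD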;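 further: peak over basal fluorescence ratio during 140 s after agonist addition; 0% = ACh EC80 plus DMSO and 100% = DMSO alone without agonist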
# M4 antag – CHRM4 antagonism in calcium assay. AID 624125. hit rate 0.73% among 360,000. inhibition, % at 3 µM. CHO-hM4 cells, ACh EC80, Fluo-8 calcium fluorescence. P08173;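 active means inhibition above its plate's cutoff, the mean inhibition of sample wells plus 3 SD, cut at about 27% in these data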;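 further: 0% = acetylcholine EC80 with DMSO and 100% = DMSO without agonist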
# Target sequence (P08173 whole entry, looked up): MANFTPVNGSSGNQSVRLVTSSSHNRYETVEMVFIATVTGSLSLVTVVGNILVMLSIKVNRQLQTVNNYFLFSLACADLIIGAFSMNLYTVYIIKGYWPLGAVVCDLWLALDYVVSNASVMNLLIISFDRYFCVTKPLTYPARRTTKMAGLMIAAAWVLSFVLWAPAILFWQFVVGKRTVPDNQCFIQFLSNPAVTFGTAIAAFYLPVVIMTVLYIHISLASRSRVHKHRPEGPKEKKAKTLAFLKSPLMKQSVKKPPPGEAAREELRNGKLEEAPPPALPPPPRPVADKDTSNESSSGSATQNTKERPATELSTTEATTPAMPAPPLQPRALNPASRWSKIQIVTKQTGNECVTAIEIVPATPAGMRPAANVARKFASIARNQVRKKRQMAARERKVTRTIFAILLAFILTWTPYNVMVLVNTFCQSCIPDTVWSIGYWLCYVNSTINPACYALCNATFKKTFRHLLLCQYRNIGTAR
# CHRM5 antagonist – antagonists of human muscarinic M5 receptor (CHRM5) | P08912 | CHO-hM5 cells, Fluo-8 calcium fluorescence, ACh EC80 | inhibition, % at 3 µM | hit rate 0.59% among 360,000 | AID 624040;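 active means inhibition above a per-plate cutoff, the mean of that plate's test compounds plus 3 SD, cut at about 27% in these data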;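 further: 0% = acetylcholine EC80 with DMSO and 100% = DMSO without agonist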
# Target sequence (P08912 whole entry, looked up): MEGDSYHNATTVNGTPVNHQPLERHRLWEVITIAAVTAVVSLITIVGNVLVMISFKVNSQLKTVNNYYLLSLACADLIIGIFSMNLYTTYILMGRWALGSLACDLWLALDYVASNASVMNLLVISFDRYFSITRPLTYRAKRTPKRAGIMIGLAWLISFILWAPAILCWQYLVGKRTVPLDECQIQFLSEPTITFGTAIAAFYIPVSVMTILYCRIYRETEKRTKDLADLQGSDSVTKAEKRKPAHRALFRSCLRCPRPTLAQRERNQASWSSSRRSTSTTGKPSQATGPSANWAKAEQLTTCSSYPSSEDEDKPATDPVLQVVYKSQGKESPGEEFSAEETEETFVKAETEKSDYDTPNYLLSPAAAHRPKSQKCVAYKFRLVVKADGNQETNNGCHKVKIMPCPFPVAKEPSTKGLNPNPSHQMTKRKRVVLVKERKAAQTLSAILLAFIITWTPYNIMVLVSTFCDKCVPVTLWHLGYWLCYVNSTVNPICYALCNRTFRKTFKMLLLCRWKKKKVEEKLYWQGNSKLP
# M4 PAM – potentiates acetylcholine response at human M4 receptor | CHO-K1 hM4/Gqi5, Fluo-8 calcium fluorescence, ACh EC20; 0% = ACh EC20, 100% = maximal ACh | P08173 | AID 624126 | hit rate 0.4% among 360,000 | activation, % at 3 µM;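 active means activation above its plate's cutoff, the mean activation of sample wells plus 3 SD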; further: some results filed as inactive read as strong as hits
# CHRM5 PAM – positive allosteric modulators of human muscarinic M5 receptor | P08912 | CHO-K1 hM5, Fluo-8 calcium, ACh EC20 PAM; 0% = ACh EC20, 100% = ACh EC100 | activation, % at 3 µM | hit rate 0.3% among 360,000 | AID 624038;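 active means activation above the run cutoff, the mean activation of all test compounds plus 3 SD, cut at about 18% in these data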
#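 Assay system: CHO-K1 hM5 cells. Also added: acetylcholine at EC20 concentration, added after compound. Dosing: 3 µM, single dose. Times: compound preincubation 140 s before EC20 acetylcholine addition. Signal: Fluo-8 calcium fluorescence. Measure: % activation relative to EC20 and EC100 ACh responses. Repeats: singlicate, one well per test compound.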
# CHRM4 agonist – CHRM4 agonism in calcium assay; hit rate 0.14% among 360,000; CHO-K1 hM4/Gqi5, Fluo-8 calcium fluorescence; vehicle 0%, full acetylcholine response 100%; activation, % at 3 µM;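 active means activation above the run mean over all test wells plus 3 SD, cut at about 32% in these data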;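 further: peak over basal fluorescence ratio per well then scaled between controls; 0% = DMSO wells and 100% = acetylcholine at EC100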
# M1 PAM – potentiates human M1 receptor response to acetylcholine; CHO-K1 hM1, Fluo-8 calcium fluorescence, ACh EC20; 0% = ACh EC20, 100% = maximal ACh; activation, % at 3 µM; hit rate 0.088% among 360,000; AID 588819; in the data active means activation above about 19%, passing the limit was not always enough
# M5 ag – agonists of human muscarinic M5 receptor (CHRM5); P08912; activation, % at 3 µM; hit rate 0.19% among 360,000; CHO-K1 hM5 cells, Fluo-8 calcium fluorescence; 0% DMSO wells, 100% maximal acetylcholine response;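 active means activation above the run's mean over test compounds plus 3 SD, cut at about 23% in these data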;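 further: signal is peak over basal fluorescence ratio across the kinetic read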
# CRFBP-R2 agonist – CRF-BP/CRF-R2 complex agonism; hit rate 0.46% among 350,000; HEK293 CRF-R2/CRF-BP, calcium dye fluorescence (FLIPR); percent of saturating CRF peptide response; activation, % at 13.2 µM;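 active means activation of at least 50%, plus an integration ratio under a set limit after plate pattern correction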;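 further: plate controls were neutral control wells without compound for no effect and CRF at EC100 for full effect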
# The depositor's hits bear a star; / = not tested or not shown.
1: O=C(Cc1ccccc1)NNC(=S)Nc1ccccc1
2: Cc1noc(NS(=O)(=O)c2ccc(NC(=O)Cc3ccc([N+](=O)[O-])cc3)cc2)c1C
3: CSCCCNC(=O)c1ccc(OC2CCN(CCc3ccccc3)CC2)cc1
4: COc1cc(/C=C2\SC(=O)N(CC(=O)Nc3ccc(C)cc3)C2=O)cc(Cl)c1OCC(=O)O
5: CCCCCc1c(CC)ncn1CCc1ccccc1OC
6: COC(=O)[C@]12CCCCC=C1N(Cc1ccco1)C(=O)[C@H](CC(=O)N1CCN(C(=O)C3CC3)CC1)C2
7: CCc1cccc(C)c1NC(=O)CCNC(=O)c1cccc(C)c1
8: COc1cc(/C=C2\C(=N)N3N=C(C)SC3=NC2=O)cc(Cl)c1OCCOc1ccc(NC(C)=O)cc1
entry no.	1	2	3	4	5	6	7	8
M1 antag	-6	-2	8	-21	/	/	-5	-24
M4 antag	4	-13	1	4	20	-4	-10	-12
CHRM5 antagonist	5	-7	7	-8	17	1	4	-6
M4 PAM	6	3	-29	-5	-14	5	-1	6
CHRM5 PAM	-2	3	-16	1	-20	-13	0	1
CHRM4 agonist	1	1	2	1	12	6	2	0
M1 PAM	14	4	-11	5	/	/	4	11
M5 ag	-1	-3	-18	2	1	3	-2	2
CRFBP-R2 agonist	-2.8	1.2	-0.3	0.6	/	/	-0.5	0.5

9: O=C(O)c1ccccc1Sc1ccccc1S(=O)(=O)NC1CCCCC1
10: Cc1ccccc1C(=O)N1CCC(C(=O)NCc2ccc(Cl)cc2)CC1
11: OC1(c2ccc(F)cc2)CCN(Cc2cccnc2)CC1
12: Cc1c[n+]([O-])ccc1Oc1ccc([N+](=O)[O-])cc1
13: COc1cc(/C=C/C(=O)N(C)CC(=O)Nc2ccccc2SC)cc(OC)c1OC
14: CCC(CC)C(=O)NCCc1ccc(S(N)(=O)=O)cc1
15: Cc1ccc(C(=O)c2c3ccccc3[n+]([O-])n2CCC(N)=O)cc1
16: O=C(Nc1nccs1)c1ccc(Br)o1
entry no.	9	10	11	12	13	14	15	16
M1 antag	-5	-5	2	-11	-4	-7	-1	-26
M4 antag	-2	-4	8	9	0	12	-8	-10
CHRM5 antagonist	-8	10	18	9	13	1	4	-1
M4 PAM	5	3	-6	13	4	-4	11	2
CHRM5 PAM	1	-3	-13	8	-5	-2	2	2
CHRM4 agonist	1	2	0	2	6	0	0	3
M1 PAM	6	8	-2	8	1	7	9	3
M5 ag	-1	-2	-16	0	5	-1	5	4
CRFBP-R2 agonist	-0.9	-2.5	-0.9	35	-2.3	0.3	-1.4	-0.1

# Full records from above.
# `Cc1ccccc1C(=O)N1CCC(C(=O)NCc2ccc(Cl)cc2)CC1` is listed as M1 antag = -5; M4 antag = -4; CHRM5 antagonist = 10; M4 PAM = 3; CHRM5 PAM = -3; CHRM4 agonist = 2; M1 PAM = 8; M5 ag = -2; CRFBP-R2 agonist = -2.5
# `Cc1c[n+]([O-])ccc1Oc1ccc([N+](=O)[O-])cc1` is listed as M1 antag = -11; M4 antag = 9; CHRM5 antagonist = 9; M4 PAM = 13; CHRM5 PAM = 8; CHRM4 agonist = 2; M1 PAM = 8; M5 ag = 0; CRFBP-R2 agonist = 35

# (list continues)
17: Clc1ccc(OCc2nc(-c3ccccn3)no2)c(Br)c1
18: N#CC1=C(N)C(C#N)(C#N)[C@H](c2ccncc2)[C@H]2CN(C(=O)OCc3ccccc3)CC=C12
19: C/C(=N\NC(=O)c1ccccc1F)c1cccc(NC(=O)c2ccc(C)cc2)c1
20: Cc1ccc(-n2ncc3c(NCc4cccnc4)ncnc32)cc1C
21: Cc1ccc(C(=O)NCCCN2CCN(CCCNC(=O)c3ccc(C)cc3)CC2)cc1
22: O=C1CCCC(=O)N1c1ccc(Oc2ccc(Cl)cc2)cc1
23: COc1ccc(C(=O)O)cc1S(=O)(=O)NCCCN1CCCC1=O
24: COCCN(C(=O)CSc1nnc(-c2ccc(C)cc2)n1N)c1c(N)n(Cc2ccccc2)c(=O)[nH]c1=O
entry no.	17	18	19	20	21	22	23	24
M1 antag	4	7	17	-2	-4	-2	-20	2
M4 antag	-12	-8	-9	0	-13	-8	-1	5
CHRM5 antagonist	1	-15	5	-10	1	10	-1	9
M4 PAM	-8	35*	5	2	-12	-10	-1	3
CHRM5 PAM	-9	5	-6	4	0	-14	-2	0
CHRM4 agonist	0	-1	7	9	-1	12	1	0
M1 PAM	-1	3	-2	13	-4	2	0	19
M5 ag	-1	1	-3	4	-12	2	0	-3
CRFBP-R2 agonist	-1.4	1.1	-2.1	-1.4	-3.9	2.3	-1.0	1.8

25: COc1ccc(-c2csc(NC(=O)c3ccccc3F)n2)cc1
26: Cc1nnc(NC(=O)c2ccc3ccccc3c2)s1
27: CCCOC(=O)c1ccc(NC(=O)c2nc3nc(C)cc(C)n3n2)cc1
28: Cn1cc(/C=C/c2cc[n+](C)cc2)c2cc(F)ccc21
29: CC(=O)c1ccc(N2C(=NC(=O)CCC3CCCC3)SC3CS(=O)(=O)CC32)cc1 (stereo unspecified)
30: CCC(=O)NC(=S)Nc1ccc(Cl)cn1
31: Cc1ccccc1C(=O)OC1OC(=O)C(Cl)=C1N1CCOCC1 (stereo unspecified)
32: NC(=O)C1CCN(CCC(=O)Nc2ccc(F)c(F)c2)CC1
entry no.	25	26	27	28	29	30	31	32
M1 antag	-2	-3	-1	15	-10	4	-1	-6
M4 antag	-3	4	2	7	-15	-3	-5	7
CHRM5 antagonist	5	1	6	13	-6	-4	-7	9
M4 PAM	-3	-3	-6	-13	3	6	10	1
CHRM5 PAM	2	-2	-4	-5	0	4	3	0
CHRM4 agonist	3	0	2	19	2	0	1	0
M1 PAM	-1	8	2	-9	4	-3	-2	-1
M5 ag	0	-3	3	-1	-4	-6	-1	-1
CRFBP-R2 agonist	1.2	-0.7	-1.1	41	-0.9	0.1	-1.4	2.6

# The final 6 records of the section above lead into the next.
27: CCCOC(=O)c1ccc(NC(=O)c2nc3nc(C)cc(C)n3n2)cc1
28: Cn1cc(/C=C/c2cc[n+](C)cc2)c2cc(F)ccc21
29: CC(=O)c1ccc(N2C(=NC(=O)CCC3CCCC3)SC3CS(=O)(=O)CC32)cc1 (stereo unspecified)
30: CCC(=O)NC(=S)Nc1ccc(Cl)cn1
31: Cc1ccccc1C(=O)OC1OC(=O)C(Cl)=C1N1CCOCC1 (stereo unspecified)
32: NC(=O)C1CCN(CCC(=O)Nc2ccc(F)c(F)c2)CC1
33: O=C(/C=C/c1c(F)cccc1Cl)N1CCc2ccccc2C1
34: CCOP(=O)(OCC)C(NC(=O)C(F)(F)F)c1ccccc1 (stereo unspecified)
35: COc1ccc(-c2[nH]ncc2CN(C)Cc2nonc2C)c(OC)c1
36: Cc1ccc(C(C)C)c(OCCCn2ccnc2C)c1
37: Cc1ccc(S(=O)(=O)N2[C@@H](c3ccccc3F)C(C(=O)O)=CC[C@H]2c2ccc(C(C)C)cc2)cc1
38: COc1ccc(Cl)cc1NC(=O)CSc1nnc(C)c(=O)n1N
39: CCN(CC(=O)Nc1cc(Cl)ccc1C)C(=O)c1oc2ccc(OC)cc2c1C
40: O=C(NCc1ccccc1Cl)c1cccc2c1C(=O)c1ccc(-c3ccc(OC(F)(F)F)cc3)cc1S2(=O)=O
entry no.	27	28	29	30	31	32	33	34	35	36	37	38	39	40
M1 antag	-1	15	-10	4	-1	-6	-1	-5	-16	100*	-5	-17	4	-13
M4 antag	2	7	-15	-3	-5	7	-6	10	4	73*	-2	-5	-14	4
CHRM5 antagonist	6	13	-6	-4	-7	9	0	-6	8	91*	10	2	13	1
M4 PAM	-6	-13	3	6	10	1	-1	2	6	-17	4	7	3	5
CHRM5 PAM	-4	-5	0	4	3	0	1	7	-7	-18	-2	-2	-12	0
CHRM4 agonist	2	19	2	0	1	0	0	0	1	3	3	3	6	2
M1 PAM	2	-9	4	-3	-2	-1	-2	5	8	-30	2	10	-1	6
M5 ag	3	-1	-4	-6	-1	-1	-5	0	-1	-7	-1	-2	-3	6
CRFBP-R2 agonist	-1.1	41	-0.9	0.1	-1.4	2.6	-1.9	-0.1	0.7	0.3	-1.1	-1.2	-1.2	2.3

# Continuation.
# Values run as follows: M1 antag, M4 antag, CHRM5 antagonist, M4 PAM, CHRM5 PAM, CHRM4 agonist, M1 PAM, M5 ag, CRFBP-R2 agonist
[41] CCOC(=O)c1c(NC(=O)COC(=O)Cn2cnc3c2c(=O)n(C)c(=O)n3C)sc(C)c1CC
  -1, -5, 6, 24*, -9, 3, 2, 1, 1.2
[42] CN(C)c1ccc(NC(=S)c2ccc3ccccc3n2)cc1
  -7, 0, -8, 5, 5, 0, 4, -2, 2.4
[43] CC(C)[C@H](N)c1nnc(SCc2ccc(Cl)cc2)o1
  -9, 3, -2, 6, 1, 1, 10, -2, 1.1
[44] Cc1ccc(NC(=S)NCc2ccc(Cl)cc2)c(C)c1
  -14, -11, 16, -4, -12, 1, 9, -7, -0.3
[45] C=CCNC(=S)NNC(=O)Cn1c(-c2ccccc2)cc(=O)n2ncnc12
  7, 0, -3, -7, 3, 0, -3, 4, -0.1
[46] Cc1cc(Br)ccc1NC(=O)CN(C)C(=O)CCSc1ccc(F)cc1
  -3, -12, -2, 8, -2, 6, 11, -2, -0.9
[47] COCCNC(=O)CCc1nc(-c2ccccc2)no1
  -25, -1, -12, 5, 0, 0, 3, -2, -2.5
[48] O=C(O)c1ccc(-n2ncc(Cl)c(Cl)c2=O)cc1
  -10, 2, -4, -3, 2, 0, -2, 1, 1.7
[49] COc1nc(C)cc(C)c1S(=O)(=O)c1ccccc1
  -7, -8, -4, 7, 3, 1, 9, -5, -0.1
[50] CCCOc1ccc(C(=O)Nc2cc(-c3nn4c(C)nnc4s3)ccc2C)cc1
  -19, -13, 0, 6, 1, 0, 16, 0, 0.6
[51] COC(=O)C[C@H]1c2cc(C(F)(F)F)ccc2S(=O)(=O)N1Cc1ccccc1
  6, -6, 11, -4, -13, 4, -3, -1, -3.1
[52] O=C(NCCc1ccccc1)c1cc2ncc(Br)cn2n1
  -38, -7, -5, 1, -3, 1, 2, -1, -5.5
[53] COc1cc(OC)c(S(=O)(=O)NC(C)C)cc1C(=O)O
  21, -13, 8, 9, 4, 0, -4, 2, 2.0
[54] CCCCCN(C(=O)CCC(=O)OC(C)C(=O)NC1CCCCC1)c1c(N)n(CCCC)c(=O)[nH]c1=O (stereo unspecified)
  -1, 7, 7, 5, -1, 0, 9, -5, 4.3
[55] COCCN(C(=S)Nc1ccccc1OC)C1CCN(C(C)=O)CC1
  -1, 4, 3, -2, 2, 0, 2, 0, -2.2
[56] CCN1CCN(CCCN(Cc2ccco2)C(=S)Nc2ccc(Cl)c(C)c2)CC1
  2, 0, 8, -7, 6, 0, 1, -8, -1.1
[57] N#C/C(=C\c1ccc(-c2ccc([N+](=O)[O-])cc2)o1)C(=O)Nc1nc(-c2cccs2)cs1
  -5, -10, 7, 1, 0, 2, 6, 0, 3.0
[58] Cn1c(SCC(=O)NC2CCCC2)nnc1-c1ccccn1
  -11, -3, -9, -1, 5, 1, 5, 0, -1.5
[59] c1ccc(CN2CCC(Nc3nc(-c4ccccc4)nc4ccccc34)CC2)cc1
  -1, 0, 2, -2, 0, 12, 3, -2, 0.0
[60] CC1Cc2ccccc2N1C(=O)CSC1=NCCS1 (stereo unspecified)
  -35, -16, -6, 3, -5, 2, 8, 0, 2.0
[61] COC(=O)C1=C(C)NC2=C(C(=O)CCC2)C1c1cn(Cc2ccc(Br)cc2)nc1-c1ccccc1 (stereo unspecified)
  -24, -8, -7, -6, 4, 4, 1, -9, 5.0
